TSHR antag – human thyrotropin receptor antagonism. P16473. TSHR-expressing cells, TSH-stimulated cAMP HTRF, 2 h; stronger effect = lower value. activity change, negative = inhibition, % at 11.5 µM. hit rate 0.2% among 330,000;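 active = activity change below a set negative limit, meaning inhibition stronger than a set level, cut at about -70% in these data; inconclusive = activity change between two set negative limits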; also: % is scaled to controls: 0 for no effect and ±100 for the full control effect
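Competitive HTRF cAMP read-out (cryptate anti-cAMP antibody, cAMP-d2; 30 min, room temperature) in freshly harvested TSHR cells. Compounds added before TSH at EC80 (4nM final), followed by 2 hours' incubation at 37 deg C.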
Eya2 inh – blocks the phosphatase activity of human Eya2; recombinant Eya2, OMFP fluorescence dephosphorylation (OMFP is methylfluorescein phosphate); AID 488837; O00167; Potency, µM (highest dose often 76.9 µM), without a hit: at the highest dose activity, negative = inhibition, hits mostly inhibitors; hit rate 0.006% among 330,000; also: potency is read from the fitted curve at half-maximal effect; % is scaled to controls: 0 for no effect and ±100 for the full control effect
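Eya2 protein (added as 0.2 uM solution) was preincubated with compound for 10 min at ambient temperature in 50 mM HEPES pH 7.5, 50 mM NaCl, 5 uM MgCl2, 0.05% BSA, 1 mM DTT. OMFP (added at 50 uM) then reacted 10 min; fluorescence read at 485/525 nm.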
BCR signal inh – chronic active BCR signaling inhibition. ABC-DLBCL IkBa-CBG/CBR reporter, luminescence ratio, 4 h. Potency, µM (top dose mostly 46.1 µM), inactives show at the top dose ratio change, negative = lower green/red ratio, hits mostly inhibitors. hit rate 0.05% among 340,000. AID 493014; active = well fitted inhibition curve with a large enough effect in the signal ratio, with a control signal flat, not every such curve was filed as active; inconclusive = small, poorly fitted or top-dose-only effect, or effect the other way, or a change in a side signal; the % refers to the signal ratio;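 also: potency is read from the fitted curve at half-maximal effect; plate controls were basal doxycycline-induced cells for no effect and cells given 10 µM MG132 for full effect; MG132 reads +100%, hits lower the ratio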
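Cell line TMD8 (human ABC DLBCL), stably expressing tet-inducible CBG68-IkBa fusion and CBR; IMDM/0.5% FBS; cpd up to 46 uM; dox induction, 4 h, 37C/5% CO2; dual luminescence; green/red ratio; MG132 control.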
KCNH2 WT inh – inhibitors of human wildtype KCNH2 potassium channel. Q12809. U2OS, BacMam KCNH2, thallium flux FluxOr; stronger effect = lower value. activity change, % at 1.84 µM. hit rate 0.37% among 340,000;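 active = maximum activity change below -70%; inconclusive = maximum activity change between -70% and -50%; inactive = maximum activity change above -50%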; also: % is scaled to controls: 0 for no effect and ±100 for the full control effect
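U2OS cells transduced with wild-type KCNH2 virus are loaded with FluxOr dye for 45 min, and thallium flux is measured in kinetic reads before and after stimulation buffer. Rate constants are normalized to DMSO controls.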
Menin MLL FP TR – inhibitors of human menin-MLL interaction, mutant MLL peptide; hit rate 0.23% among 270,000; Menin + Texas Red MLL mutant peptide, fluorescence polarization; Potency, µM (titrated, usually from 61.6 µM), for the others: at the highest dose FP activity change, negative = inhibition, usual class: inhibitors; active = well fitted inhibition curve with a large enough effect in the polarisation, with a control signal flat, not every such curve was filed as active; inconclusive = small, poorly fitted or top-dose-only effect, or effect the other way, or a change in a side signal; inactive = no such curve, though single readings can be large or run the other way; the % refers to the polarisation; also: potency is read from the fitted curve at half-maximal effect; % of control where 0% means no effect; many of its hits are not listed in these tables
S-ASM inh – human S-ASM enzyme inhibition; placental ASM, HMU-PC fluorogenic substrate, 60 min; Potency, µM (doses to about 57.5 µM), without a hit: top-dose activity change, negative = inhibition, hits mostly inhibitors; hit rate 0.006% among 340,000; AID 504937; also: potency is read from the fitted curve at half-maximal effect
Target sequence (P17405 47-631 limits assumed): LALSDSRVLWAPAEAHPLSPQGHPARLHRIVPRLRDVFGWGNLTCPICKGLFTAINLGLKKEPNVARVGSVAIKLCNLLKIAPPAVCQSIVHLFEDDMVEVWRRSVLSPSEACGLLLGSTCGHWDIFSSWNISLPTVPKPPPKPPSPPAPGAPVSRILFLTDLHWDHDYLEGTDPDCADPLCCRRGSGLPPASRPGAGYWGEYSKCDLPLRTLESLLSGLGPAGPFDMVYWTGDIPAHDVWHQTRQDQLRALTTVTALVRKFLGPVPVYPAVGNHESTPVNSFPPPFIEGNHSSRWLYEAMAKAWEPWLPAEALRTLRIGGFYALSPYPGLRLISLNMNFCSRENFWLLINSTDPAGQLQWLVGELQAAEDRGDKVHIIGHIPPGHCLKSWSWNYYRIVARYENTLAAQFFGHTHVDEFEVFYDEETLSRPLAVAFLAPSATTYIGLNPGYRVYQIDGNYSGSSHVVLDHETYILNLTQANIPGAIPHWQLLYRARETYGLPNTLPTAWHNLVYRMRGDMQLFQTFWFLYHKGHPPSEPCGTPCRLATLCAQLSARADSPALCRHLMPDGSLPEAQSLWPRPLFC
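Human placenta-derived ASM preincubated with compound 10 min at room temperature, then reacted with 9 uM (final) fluorogenic HMU-PC substrate for 60 min at 37 C. Stop solution raises pH to 10; fluorescence read at Ex 386/Em 447 nm.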
PKM2 act – increases activity of human pyruvate kinase M2; purified PKM2, Kinase-Glo ATP luminescence, activation; response scale: 0% is enzyme alone, no compound; Potency, µM (top dose mostly 57.5 µM), inactives show top-dose activation, most hits filed as activators; hit rate 0.34% among 260,000; AID 1631; also: potency is read from the fitted curve at half-maximal effect; % is scaled to controls: 0 for no effect and ±100 for the full control effect; nearly all actives have a fitted effect of over 55% in size
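Purified hPK-M2 (>95%) run at intermediate activity with 0.1 mM ADP and 0.5 mM PEP in 50 mM imidazole pH 7.2, KCl, MgCl2; 1 h room temperature. ATP formed read by Kinase-Glo luminescence; normalized to uninhibited and no-enzyme controls.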
Mito fusion yeast – inhibitors of mitochondrial division or activators of mitochondrial fusion; S. cerevisiae fusion-defective mutant growth rescue, CellTiterGlo 48 h; hit rate 0.23% among 320,000; Potency, µM (doses to about 46.1 µM), for the others: top-dose growth rescue (activation), hits mostly activators;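 also: potency is read from the fitted curve at half-maximal effect; % of control where 0% means no effect; nearly all actives have a fitted effect of over 45% in size; temperature-sensitive fusion mutants such as fzo1-1 at 37 °C on non-fermentable ethanol glycerol medium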
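Growth-rescue viability read-out: after 48 h at the non-permissive 37C in glycerol/ethanol YPEG, yeast mitochondrial fusion mutants are measured by CellTiterGlo luminescence; compounds (23 nl pinned per well) restoring growth score as division inhibitors or fusion activators.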
GALK inhibitor – galactokinase (human) inhibition; hit rate 0.007% among 270,000; AID 1868; Purified GALK, Kinase-Glo residual ATP luminescence; P51570; Potency, µM (top dose mostly 57.5 µM), without a hit: at the top dose activity change, negative = inhibition, hits mostly inhibitors; also: potency is read from the fitted curve at half-maximal effect; % is scaled to controls: 0 for no effect and ±100 for the full control effect
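Kinase-Glo Plus luminescence measured ATP left after a 1 h room-temperature reaction. The reaction used 5 nM GALK, 100 uM galactose and 35 uM ATP at pH 8.0 (20 mM HEPES, 5 mM MgCl2, 60 mM NaCl, 1 mM DTT, 0.01% BSA).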
USP2a inh – blocks human ubiquitin-specific protease USP2a | O75604 | Potency, µM (series often up to 38.3 µM), for the others: at the top dose activity change, negative = inhibition, actives largely listed as inhibitors | AID 463254 | USP2 core, Ub-CHOP2 coupled fluorogenic reporter, 485/531 | hit rate 0.01% among 330,000;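 also: potency is read from the fitted curve at half-maximal effect; plate controls were DMSO wells for no effect and full inhibition by NEM control for full effect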
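Cell-free coupled assay: 10nM USP2 core preincubated 30min RT with compound in Tris-HCl pH 8.0/CaCl2/CHAPS buffer, then 25nM Ub-CHOP2 and 25nM reporter substrate; fluorescence (Ex 485/Em 531) read after 60min RT, normalized to NEM inhibition, concentration-response curves fitted.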
MBNL1 CUG block – MBNL1-poly(CUG) RNA binding inhibition; TR-FRET MBNL1-His/biotin-(CUG)12 binding, 665/545 ratio; hit rate 0.036% among 280,000; Potency, µM (titrated, usually from 57.5 µM), for the others: at the highest dose activity change, negative = inhibition, most hits filed as inhibitors; Q9NR56; active = well fitted inhibition curve with a large enough effect in the signal ratio, with a control signal flat, not every such curve was filed as active; inconclusive = small, poorly fitted or top-dose-only effect, or effect the other way, or a change in a side signal; inactive = no such curve, though single readings can be large or run the other way; the % refers to the signal ratio; also: potency is read from the fitted curve at half-maximal effect; % is scaled to controls: 0 for no effect and ±100 for the full control effect
Target sequence (Q9NR56 whole entry, looked up): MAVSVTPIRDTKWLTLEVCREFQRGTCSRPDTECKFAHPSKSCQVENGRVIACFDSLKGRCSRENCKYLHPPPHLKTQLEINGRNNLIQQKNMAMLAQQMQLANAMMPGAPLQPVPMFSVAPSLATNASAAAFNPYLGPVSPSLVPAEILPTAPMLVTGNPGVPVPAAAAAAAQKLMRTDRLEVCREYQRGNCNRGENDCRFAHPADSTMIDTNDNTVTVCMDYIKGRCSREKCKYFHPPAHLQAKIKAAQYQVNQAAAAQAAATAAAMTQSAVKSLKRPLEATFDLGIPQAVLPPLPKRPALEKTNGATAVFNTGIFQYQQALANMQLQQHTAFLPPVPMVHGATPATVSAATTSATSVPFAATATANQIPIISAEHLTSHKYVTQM
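MBNL1-His + Biotin-(CUG)12, cpd titration 92 nM–58 uM; Tb anti-His Ab 0.055 ng/ul, SA-XL665 5 nM (final); 60 min RT; ratiometric 665/545 nm, Ex 340 nm; normalized to buffer and full-complex controls.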
The depositor's hits bear a star; ? = inconclusive; . = no result given; & = joins results of further samples. Unless noted, calls follow the shape of the dose curve; as a rule, active = well fitted curve in the direction sought with a large enough effect; inconclusive = small, poorly fitted or top-dose-only effect, or another doubt; inactive = no such curve, though single readings can be large; an effect the other way counts as inactive or inconclusive. These rows are one share of the data. The share of hits here may be higher or lower than overall.

SMILES | TSHR antag | Eya2 inh | BCR signal inh | KCNH2 WT inh | Menin MLL FP TR | S-ASM inh | PKM2 act | Mito fusion yeast | GALK inhibitor | USP2a inh | MBNL1 CUG block
CCOC(=O)c1sc(CS(=O)(=O)c2ccc(Cl)cc2)nc1C | 1 | -11% | -1% | -4 | . | 2% | -8% | 2% | 2% | -4% | -9%
CC(C)Cn1c(-c2cccc(S(=O)(=O)N3CCOCC3)c2)n[nH]c1=S | -6 | -42% | -1% | -13 | . | 1% | . | . | . | 4% | .
Cc1ccc(S(=O)(=O)CCC(=O)Nc2cc(Cl)ccc2-n2cncn2)cc1 | 17 | 5% | -3% | -3 | . | 4% | . | 2% | . | -1% | .
Cc1cccc(/C=N/NC(=O)c2ccncc2)n1 | 9 | -6% | 0% | 7 | 0% | 6% | . | -1% | . | 2% | 8%
CC1(C)CC(=O)C2=C(C1)OC(N)=C(C#N)[C@@]21C(=O)N(CC(N)=O)c2ccccc21 | 5 | 13% | 6% | -8 | 2% | 2% | -5% | -2% | 2% | 3% | 0%
CCC1Nc2ncnc(N3CCN(c4ccccn4)CC3)c2N(Cc2ccc(Br)cc2)C1=O (stereo not drawn) | -33 | 7% | -3% | -3 | . | 0% | . | . | . | -2% | .
COc1ccc([N+](=O)[O-])cc1NC(=O)CSc1ncccn1 | -11 | -23% | -1% | -10 | 19% | -2% | 1% | -1% | -2% | 1% | 19%
C/C(=N\NC(=O)Cn1ccc(C(F)(F)F)n1)c1ccc(N2CCOCC2)cc1 | 2 | -3% | 4% | -4 | . | 1% | 1% | 0% | -2% | 5% | 14%

Other entries:
SMILES | TSHR antag | Eya2 inh | BCR signal inh | KCNH2 WT inh | Menin MLL FP TR | S-ASM inh | PKM2 act | Mito fusion yeast | GALK inhibitor | USP2a inh | MBNL1 CUG block
COc1ccccc1Sc1ccccc1/C=N/NC(N)=O | -9 | ? | 1% | -10 | 9% | 0% | -5% | 8% | -2% | 8% | -2%
O=C(CN1CCN(S(=O)(=O)c2ccc(F)cc2)CC1)Nc1ccccc1F | -9 | 7% | 0% | 3 | -15% | 2% | 2% | 8% | 4% | 2% | 0%
O=C(NCC1CCC(C(=O)O)CC1)OCc1ccccc1 (stereo not drawn) | 0 | 7% | ? | -2 | 16% | 4% | 1% | -2% | 1% | 1% | 17%
COc1cccc(CC2(CO)CCCN(C(=O)c3cc[n+]([O-])cc3)C2)c1 (stereo not drawn) | 8 | 4% | -12% | -3 | 7% | -1% | ? | -1% | 1% | -1% | -6%
COc1ccc(CN2CCC(n3nccc3NC(=O)c3ccc4c(c3)OCO4)CC2)cc1C | 24 | 10% | 4% | 22 | . | 0% | . | -4% | -7% | 1% | -5%
Cc1ccc(-n2c(=O)[nH]cc(C(=O)Nc3ccc4c(c3)OCCO4)c2=O)cc1 | 14 | -8% | 4% | 2 | 0% | 1% | -4% | 1% | 5% | -1% | 2%
OCc1cn(-c2ccccc2)nc1-c1ccco1 | 0 | -29% | -15% | -12 | 0% | 6% | -12% | 3% | 0% | -1% | 7%
O=[N+]([O-])c1ccc2ccn(C3OCC(O)C(O)C3O)c2c1 (stereo not drawn) | 5 | 9% | 0% | -6 | 11% | 0% | 8% | -3% | 2% | 0% | ?

(cont.)
SMILES | TSHR antag | Eya2 inh | BCR signal inh | KCNH2 WT inh | Menin MLL FP TR | S-ASM inh | PKM2 act | Mito fusion yeast | GALK inhibitor | USP2a inh | MBNL1 CUG block
Cc1cc(C)c(S(=O)(=O)Cc2ccccc2)c(OC(C)C)n1 | -8 | -9% | ? | 28 | ? | -1% | . | 21% | 2% | 2% | -14%
COC(=O)C1=C(C)N(c2ccc(OC)cc2)C(=O)/C1=C\c1cccs1 | 5 | 9% | ? | 9 | 4% | -1% | 4% | -2% | 3% | -1% | -2%
CC(C)(C)NC(=O)NC(=O)COC(=O)c1cccc(OC(F)F)c1 | 14 | -15% | ? | -6 | 14% | -2% | -5% | -2% | 10% | -3% | -6%
CCc1ccc(NC(=O)c2cc(S(=O)(=O)N3CCCC3)c[nH]2)cc1 | -6 | 0% | -1% | 16 | 26% | -6% | 2% | -2% | . | 1% | 4%
Cc1ccc(NC(=O)c2cccc(S(=O)(=O)N3CCN(c4ccccc4)CC3)c2)nc1 | -13 | 0% | 11% | -2 | . | -5% | . | 9% | . | -1% | .
Cc1ccc(S(=O)(=O)N(C)C)cc1NC(=O)CSc1ncc(C(F)(F)F)cc1Cl | 15 | -5% | ? | 2 | ? | -4% | -14% | 3% | 0% | 0% | 7%
CC(=O)CSc1ncnc2sc3c(c12)CCC3 | 3 | 1% | ? | 1 | 3% | -1% | 2% | -2% | -2% | 2% | -4%
CCCCN(C(=O)C1CC(=O)N(Cc2ccc(C)cc2)C1)c1c(N)n(CCCC)c(=O)[nH]c1=O (stereo not drawn) | 12 | -5% | 7% | 7 | . | 8% | . | 2% | . | 3% | .

Laid out differently: results already given.
Sequence of screens: TSHR antag | Eya2 inh | BCR signal inh | KCNH2 WT inh | Menin MLL FP TR | S-ASM inh | PKM2 act | Mito fusion yeast | GALK inhibitor | USP2a inh | MBNL1 CUG block
> COc1ccc(CN2CCC(n3nccc3NC(=O)c3ccc4c(c3)OCO4)CC2)cc1C
 : 24 | 10% | 4% | 22 | . | 0% | . | -4% | -7% | 1% | -5%
> C/C(=N\NC(=O)Cn1ccc(C(F)(F)F)n1)c1ccc(N2CCOCC2)cc1
 : 2 | -3% | 4% | -4 | . | 1% | 1% | 0% | -2% | 5% | 14%

(next part)
SMILES | TSHR antag | Eya2 inh | BCR signal inh | KCNH2 WT inh | Menin MLL FP TR | S-ASM inh | PKM2 act | Mito fusion yeast | GALK inhibitor | USP2a inh | MBNL1 CUG block
Cc1cc([N+](=O)[O-])ccc1NC(=O)c1ccco1 | 54 | -5% | -13% | -2 | -2% | 1% | -9% | 0% | 0% | 1% | 5%
CC(C)(CSc1ncccn1)NS(=O)(=O)c1ccccc1 | 10 | -2% | 1% | 0 | 0% | -1% | 0% | -5% | 0% | 4% | 0%
Cc1ccc2nc(C)cc(N/N=C/c3ccc(F)cc3)c2c1 | 7 | -5% | 8% | 4 | -1% | 21% | 16µM* | 9% | 0% | 2% | -17%
Cc1nn(-c2ccccc2)c(Cl)c1C(=O)Nc1c(C)n(C)n(-c2ccccc2)c1=O | 9 | 8% | ? | 1 | -3% | 3% | -12% | 1% | -2% | -3% | 4%
O=C(c1ccc(Cl)cc1Cl)N1CCSCC1 | -2 | 2% | -3% | -3 | . | 4% | -4% | -4% | 5% | -1% | -8%
COc1ccc(C(=O)Nc2cccnc2Cl)cc1OC | 8 | 8% | -13% | -13 | -21% | 2% | -1% | 0% | 2% | 0% | 2%
O=C(Nc1ccc(S(=O)(=O)NC2=NCCCCC2)cc1)c1cc(S(=O)(=O)N2CCOCC2)ccc1F | -4 | -16% | 6% | -8 | -13% | 0% | -1% | -1% | -2% | -2% | 4%
COc1ccc(-c2nc(CN3CCC(C(=O)NC4CCN(Cc5ccccc5)CC4)CC3)c(C)o2)cc1OC | 0 | -10% | -2% | -25 | -21% | 1% | 0% | 1% | 7% | 1% | -4%
N=C(N)c1ccccc1 | -7&1 | -8%&9% | 0% | -2&-18 | 4% | -9%&-3% | 1% | 1%&2% | 0% | -6% | 7%
Oc1ccccc1-n1nc2ccc3nonc3c2n1 | -2 | -10% | ? | -22 | . | -2% | -3% | 6% | 7% | 2% | .
CC(=O)N1C(C)(C)CC(=NOC(=O)c2ccc(C)cc2)CC1(C)C | 20 | -5% | 1% | -15 | ? | 0% | 0% | 1% | 2% | 1% | 6%
